UGM FP inh: blocks M. tuberculosis UGM enzyme; P9WIQ1; purified UGM, fluorescence polarization probe displacement; inhibition, % at 10 µM; 320,000 tested, 0.06% active; in the data active = inhibition above about 10%, passing the limit was not always enough; inconclusive = no clear call, values can overlap the other calls
Target sequence (P9WIQ1 whole entry, looked up): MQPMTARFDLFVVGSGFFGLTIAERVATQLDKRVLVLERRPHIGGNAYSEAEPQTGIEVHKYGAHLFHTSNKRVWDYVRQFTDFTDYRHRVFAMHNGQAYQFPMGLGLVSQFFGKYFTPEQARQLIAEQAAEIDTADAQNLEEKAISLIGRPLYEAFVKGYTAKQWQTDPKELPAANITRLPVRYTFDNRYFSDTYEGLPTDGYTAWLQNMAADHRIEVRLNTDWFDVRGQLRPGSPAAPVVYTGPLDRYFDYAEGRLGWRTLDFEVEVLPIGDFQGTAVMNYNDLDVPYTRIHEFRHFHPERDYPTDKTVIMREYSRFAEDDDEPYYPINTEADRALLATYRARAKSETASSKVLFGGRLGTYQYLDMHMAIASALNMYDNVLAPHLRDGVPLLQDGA
BoNT A protease: BoNT A light chain protease inhibition. multiplex microsphere protease substrate cleavage, flow cytometry. inhibition, % at 10 µM. 360,000 tested, 0.17% active. AID 588499; in the data active = inhibition above about 30%; inconclusive = no clear call, values can overlap the other calls; also: plate controls were buffer without enzyme for full effect and enzyme alone for no effect
FadD28 binding: inhibitors of Mycobacterium tuberculosis FadD28 bisubstrate binding. FadD28 bisubstrate probe binding, fluorescence polarization. inhibition, % at 12.5 µM. 360,000 tested, 0.22% active. AID 588549; in the data active = inhibition above about 8.5%, passing the limit was not always enough; inconclusive = no clear call, values can overlap the other calls
Mtb BioA inh: inhibitors of Mycobacterium tuberculosis BioA enzyme | purified M. tuberculosis BioA enzyme, plate reader | inhibition, % at 9.99 µM | 360,000 tested, 0.096% active | AID 602481; in the data active = inhibition above about 40%; inconclusive = no clear call, values can overlap the other calls
Mtb FBA inh: inhibits M. tuberculosis FBA enzyme; P9WQA3; purified M. tuberculosis FBA, fluorescence read-out; inhibition, % at 1 µM; 360,000 tested, 2.3% active; AID 588726; in the data active = inhibition above about 27%;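 also: 0% = vehicle and 100% = reference inhibitor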
Target sequence (P9WQA3 whole entry, looked up): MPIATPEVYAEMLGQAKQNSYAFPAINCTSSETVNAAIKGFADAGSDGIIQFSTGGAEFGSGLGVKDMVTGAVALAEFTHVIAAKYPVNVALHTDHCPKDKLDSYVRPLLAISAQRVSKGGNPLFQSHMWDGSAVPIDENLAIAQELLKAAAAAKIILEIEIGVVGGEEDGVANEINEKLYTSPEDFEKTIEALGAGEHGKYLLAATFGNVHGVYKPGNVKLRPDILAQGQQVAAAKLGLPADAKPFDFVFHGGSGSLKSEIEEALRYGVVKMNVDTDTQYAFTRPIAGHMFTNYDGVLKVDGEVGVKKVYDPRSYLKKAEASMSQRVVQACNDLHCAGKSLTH
GDH-TPI inh: counter-screen for M. tuberculosis FBA inhibitors: GDH-TPI coupled enzymes. 360,000 tested, 1.2% active. inhibition, % at 4.8 µM. AID 588335. GDH-TPI coupled enzyme counterscreen, NADH absorbance;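 also: 0% = DMSO wells and 100% = wells lacking the enzyme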
PrPC surface inh: inhibitors of human cell surface prion protein PrPC | AID 720596 | TR-FRET read-out | inhibition, % at 13.8 µM | 370,000 tested, 0.43% active; in the data active = inhibition above about 24%; also: 0% = median of the test wells and 100% = reference compound wells
CCHF vOTU inh: blocks the CCHF virus ovarian tumor domain protease | 370,000 tested, 0.55% active | CCHFV vOTU protease, Pep-AMC fluorescence | AID 651958 | inhibition, % at 11.5 µM; also: 0% = vehicle wells with enzyme and 100% = no enzyme wells
BoNT-F LC inh: blocks Botulinum neurotoxin F light chain protease. inhibition, % at 10 µM. Multiplex microsphere protease cleavage assay, flow cytometry. 360,000 tested, 0.22% active; in the data active = inhibition above about 35%, passing the limit was not always enough; inconclusive = no clear call, values can overlap the other calls; also: plate controls were buffer without enzyme for full effect and enzyme alone for no effect
Starred values were filed as active, the others as inactive; ? = inconclusive; · = no result given. Rule as the data show it, unless noted: active = inhibition above about 30%; inactive = the rest.

item | molecule | UGM FP inh | BoNT A protease | FadD28 binding | Mtb BioA inh | Mtb FBA inh
1 | Cc1cccc(NC(=O)C2NC(=O)CC2c2ccccc2)c1C (stereo not drawn) | -2.4 | -0.5 | -0.5 | 0.5 | 5
2 | CCOc1ccc(C(=O)NCC(=O)NCC(c2ccco2)N2CCCCC2)cc1 (stereo not drawn) | 0.2 | -0.6 | -1.8 | 0.1 | -1
3 | Cc1nc2oc3ccc(F)cc3c(=O)c2cc1C(=O)O | 0.4 | -1.0 | 0.4 | 0.8 | 0
4 | Oc1ccc(NC(=S)Nc2ccc(O)cc2)cc1 | -2.6 | -0.5 | -0.9 | · | -2
5 | COc1cc(NC(=O)CSc2nnnn2Cc2ccc3c(c2)OCO3)cc(OC)c1 | -3.7 | 1.7 | -6.4 | -1.1 | 1
6 | CCN(CC)S(=O)(=O)c1ccc(C(=O)NC2=NCCS2)cc1 | 2.5 | 0.2 | 1.1 | · | 1
7 | O=C(C1CCN(S(=O)(=O)N2CCCCC2)CC1)N1CCCCC1 | -1.2 | 1.3 | -1.0 | -3.0 | 0
8 | COc1ccc(Cl)cc1NC(=O)CN(C)C(=O)C1CC(=O)N(Cc2ccc(C)cc2)C1 (stereo not drawn) | 0.7 | 5.3 | -4.4 | · | -1
9 | CC1(CCc2ccccc2)NC(=O)N(CC(=O)Nc2c(F)cccc2F)C1=O (stereo not drawn) | 0.3 | -2.6 | -0.8 | -0.7 | -1
10 | COc1ccccc1NC(=O)C1CCN(C(=O)NCc2ccccc2)CC1 | -3.0 | -0.4 | -0.9 | -0.6 | -3
11 | O=C(CCc1ccccc1)Nc1ccccc1 | 0.6 | 0.0 | -0.5 | · | 1
12 | COc1ccc(-c2sc3cc4c(cc3c2-c2ccc(OCCN3CCCCC3)cc2)OCO4)cc1 | · | -0.1 | -2.4 | -1.4 | 1

item | GDH-TPI inh | PrPC surface inh | CCHF vOTU inh | BoNT-F LC inh
1 | 8 | 4 | 8 | -6
2 | 8 | -1 | -3 | 4
3 | 10 | -5 | -2 | 5
4 | 1 | -6 | 8 | -1
5 | 3 | -5 | 9 | 10
6 | 4 | 2 | -1 | -4
7 | 6 | -1 | 5 | 3
8 | 6 | 2 | -14 | 5
9 | 3 | 2 | -8 | ?
10 | -15 | 5 | 2 | 3
11 | 4 | 2 | 5 | 0
12 | 6 | · | · | -13

(listing goes on)
item | molecule | UGM FP inh | BoNT A protease | FadD28 binding | Mtb BioA inh | Mtb FBA inh
13 | O=C(CSc1nccc(=O)[nH]1)Nc1ccccc1Sc1ccccc1 | -3.2 | -2.3 | -4.5 | · | 5
14 | O=C(Nc1c(C(=O)N2CCCCC2)cnn1-c1ccccc1)c1ccccc1 | 1.5 | -0.2 | 1.3 | -1.4 | 1
15 | COC(=O)c1cccc(NC(=O)NC23CC4CC(CC(C4)C2)C3)c1 | 1.8 | -1.4 | 1.7 | -1.2 | 3
16 | Cc1c[nH]c(=O)c([N+](=O)[O-])c1 | -3.7 | -0.2 | -1.6 | · | 2
17 | CCOC(=O)c1nn(-c2ccc(C)cc2)c2nc(Nc3ccccc3)cc(=O)n12 | 0.7 | -0.5 | -4.6 | -0.1 | -3
18 | O=C(CCNC(=O)Cn1ccc2ccccc2c1=O)NCCCN1CCN(c2ccc(F)cc2)CC1 | 2.1 | -0.2 | 0.3 | -1.0 | 5
19 | C/C(N)=C(/C#N)C(=O)CN1C(=O)NC(Cc2c[nH]c3ccccc23)C1=O (stereo not drawn) | -2.9 | -0.3 | -2.2 | -0.4 | -2
20 | CC1(C)CC(=O)c2sc(NC(=O)c3ccc4ncsc4c3)nc2C1 | -1.6 | 0.6 | -4.2 | 7.5 | -3
21 | Cn1c(-c2cc3c(C(F)(F)F)nn(C)c3s2)n[nH]c1=S | 0.2 | 0.2 | -0.8 | -0.4 | 16
22 | Cc1cc(NC(=O)COC(=O)COc2ccc(C(=O)c3ccccc3)cc2)no1 | 1.7 | -0.2 | -2.9 | -2.2 | 4
23 | Cc1c(NC(=O)Nc2ccccc2Cl)c(=O)n(-c2ccccc2)n1C | -1.2 | -0.1 | -1.3 | · | 0
24 | COC(=O)/C(=N/Nc1ccccc1C)Sc1nnc(C(O)c2ccccc2)n1-c1ccccc1 (stereo not drawn) | -2.4 | -0.5 | 0.4 | · | 0

item | GDH-TPI inh | PrPC surface inh | CCHF vOTU inh | BoNT-F LC inh
13 | -1 | 2 | -1 | -5
14 | 11 | 2 | -3 | 3
15 | 13 | 4 | 6 | -6
16 | 25 | -11 | 12 | -4
17 | -3 | -7 | -1 | -4
18 | 7 | 0 | 10 | 2
19 | 3 | 4 | 6 | 6
20 | 11 | -3 | 0 | 1
21 | 3 | -10 | -11 | 1
22 | -7 | -6 | 7 | -5
23 | 4 | 3 | 8 | 3
24 | 17 | -2 | -2 | -3

An excerpt of these results, screen by screen.
[10] COc1ccccc1NC(=O)C1CCN(C(=O)NCc2ccccc2)CC1
[7] O=C(C1CCN(S(=O)(=O)N2CCCCC2)CC1)N1CCCCC1
[18] O=C(CCNC(=O)Cn1ccc2ccccc2c1=O)NCCCN1CCN(c2ccc(F)cc2)CC1
[19] C/C(N)=C(/C#N)C(=O)CN1C(=O)NC(Cc2c[nH]c3ccccc23)C1=O (stereo not drawn)

compound no.	10	7	18	19
UGM FP inh	-3.0	-1.2	2.1	-2.9
BoNT A protease	-0.4	1.3	-0.2	-0.3
FadD28 binding	-0.9	-1.0	0.3	-2.2
Mtb BioA inh	-0.6	-3.0	-1.0	-0.4
Mtb FBA inh	-3	0	5	-2
GDH-TPI inh	-15	6	7	3
PrPC surface inh	5	-1	0	4
CCHF vOTU inh	2	5	10	6
BoNT-F LC inh	3	3	2	6

(listing goes on)
item | molecule | UGM FP inh | BoNT A protease | FadD28 binding | Mtb BioA inh | Mtb FBA inh
25 | COc1ccc(-n2c(CNC(=O)c3cc(OC)c(OC)c(OC)c3)n[nH]c2=S)cc1 | 0.1 | -1.3 | 0.1 | -0.4 | 1
26 | CCC(=O)N1CCC1(C)C(=O)Nc1cccc(OC)c1OC (stereo not drawn) | · | -0.3 | -3.4 | 0.3 | -4
27 | O=C(/C=C/[C@H]1O[C@@H](n2ccc(=O)[nH]c2=O)[C@H](O)[C@@H]1O)N1CCN(Cc2ccc(F)cc2)CC1 | · | -0.1 | 0.4 | -0.3 | 1
28 | CNC(=S)N/N=C1\C(=O)c2cccc3cccc1c23 | 4.9 | -20 | -0.4 | -2.9 | -1
29 | COc1ccc(OC)c(CNC(=O)CCn2nc(C)c3c(C)n(-c4ccccc4)nc3c2=O)c1 | -1.1 | 0.5 | -4.1 | 12 | 1
30 | CN(C)CCCN1C(=O)C(O)=C(C(=O)c2cc3ccccc3o2)C1c1ccccc1 (stereo not drawn) | 4.2 | 0.7 | -4.4 | 0.8 | 2
31 | CC(Sc1ccc(Cl)cc1)C(=O)NCc1cccnc1 (stereo not drawn) | -0.5 | -0.1 | -2.3 | -0.2 | 6
32 | Cc1ccc(NC(=O)CCc2nc3sc4c(c3c(=O)[nH]2)CCCC4)nc1 | 1.2 | -1.0 | -0.6 | · | -1
33 | COc1cccc(C(=O)N2CCC(O)(c3cccnc3)CC2)c1 | -0.7 | -1.5 | 0.5 | · | -1
34 | CCC(=O)c1ccc(OCC(=O)OCC(=O)NCCCc2ccccc2)cc1 | 2.5 | · | -2.6 | -0.5 | -3
35 | Cc1cc(C)cc(C(=O)NCC(=O)OCc2cc([N+](=O)[O-])cc3c2OCOC3)c1 | 0.8 | -0.5 | -3.4 | -1.0 | -1
36 | CCOC(=O)C1=C(C)NC(C)=C(C(=O)OCC)C1c1cc2ccc(C)cc2[nH]c1=O | -1.1 | -1.2 | -2.0 | -0.5 | 11

item | GDH-TPI inh | PrPC surface inh | CCHF vOTU inh | BoNT-F LC inh
25 | 2 | 7 | -9 | 1
26 | -5 | -4 | -2 | 0
27 | · | 12 | 10 | -2
28 | 20 | -12 | 2 | -414
29 | -2 | -5 | 3 | 4
30 | 5 | 0 | 11 | 0
31 | 6 | 0 | 7 | 2
32 | 5 | · | · | 6
33 | 9 | 1 | -1 | -6
34 | 2 | 3 | -4 | ·
35 | 5 | -9 | 11 | -2
36 | 8 | 0 | -12 | -5

Next part
item | molecule | UGM FP inh | BoNT A protease | FadD28 binding | Mtb BioA inh | Mtb FBA inh
37 | O=C(COc1ccc2ccccc2c1)NNC(=O)c1cccs1 | 1.5 | 0.4 | -1.7 | -0.8 | -1
38 | OC(CNCc1ccco1)Cn1c2ccc(Br)cc2c2cc(Br)ccc21 (stereo not drawn) | -0.7 | -3.0 | -5.9 | -0.2 | 0
39 | COc1cc(C(=O)N(CCCO)Cc2cc3ccc(C)c(C)c3[nH]c2=O)cc(OC)c1OC | -0.2 | -5.3 | -2.5 | -1.0 | 1
40 | Oc1ccc(-c2csc(-c3cccnc3)n2)c(O)c1 | 2.4 | 0.1 | 0.2 | · | 1
41 | CCCOc1ccc(C(CC(=O)O)NC(=O)Cc2ccccc2)cc1 (stereo not drawn) | 3.0 | -3.9 | -2.0 | -0.8 | 0
42 | O=C1CN(C(=O)COc2ccc(Br)cc2F)c2ccccc2N1 | 0.3 | -0.2 | -1.7 | 1.0 | 0
43 | Cc1cc(C(F)(F)F)n(-c2nc(C(=O)O)cs2)n1 | 4.4 | -0.5 | -0.5 | -0.6 | 4
44 | CC1(C)CCCC2=C1CC1C(=O)N(O)C(=O)C1C2 (stereo not drawn) | 1.7 | 2.0 | -1.8 | 0.3 | 1
45 | CCOc1ccc(NS(=O)(=O)c2cnc(Cl)c(Cl)c2)cc1 | 4.0 | -0.3 | -3.4 | · | -2
46 | CC(Sc1nnc(-c2cccs2)n1-c1ccccc1)C(=O)NCc1ccco1 (stereo not drawn) | -1.2 | 0.2 | -2.7 | -0.6 | 3
47 | CNC(=O)C[C@H]1C(=O)N(c2ccc(OC)cc2)C[C@@H]1CSC | · | -1.0 | -1.8 | -1.1 | 0
48 | CC(CC(=O)Nc1ccncc1)c1ccccc1 (stereo not drawn) | 0.2 | 0.1 | -3.9 | · | -5

item | GDH-TPI inh | PrPC surface inh | CCHF vOTU inh | BoNT-F LC inh
37 | 11 | 8 | -10 | 0
38 | -8 | -1 | -7 | -32
39 | 14 | -5 | -3 | -14
40 | 6 | -18 | -8 | -5
41 | -2 | -3 | -13 | ?
42 | 5 | 11 | 4 | 2
43 | 6 | 10 | -8 | -2
44 | 13 | 3 | -2 | 2
45 | -1 | -1 | -5 | -3
46 | -8 | -8 | 11 | 12
47 | -12 | -1 | -2 | -3
48 | -4 | 2 | -10 | 1

Next part:
item | molecule | UGM FP inh | BoNT A protease | FadD28 binding | Mtb BioA inh | Mtb FBA inh
49 | NC(=O)Nc1ccc(C(=O)OCC(=O)Nc2ccc(Cl)cn2)cc1 | 1.1 | 0.9 | -1.0 | -0.8 | -1
50 | O=C(NCc1ccccn1)c1cccc(S(=O)(=O)N2CCCCC2)c1 | 0.5 | · | 0.2 | 0.4 | 3
51 | O=S(=O)(NCCSc1ccccn1)c1ccc(Br)cc1 | -0.9 | 0.1 | -4.0 | 3.8 | 0
52 | CC(C)OC(=O)c1cc(NC(=O)C2C3C=CC(O3)C2C(=O)O)cc(C(=O)OC(C)C)c1 (stereo not drawn) | -0.5 | -0.7 | -1.3 | -2.3 | 16
53 | CCOC(=O)C1=CCN(S(=O)(=O)c2ccccc2[N+](=O)[O-])C1c1ccc(C)cc1 (stereo not drawn) | · | -0.4 | -3.1 | -3.3 | -1
54 | O=C(N/N=C/c1ccc(OC(F)F)cc1OC(F)F)c1ccc(Br)cc1 | -2.0 | -0.7 | -3.4 | -0.4 | -1
55 | Cc1ccc(NC2OC(CO)C(O)C2O)cc1[N+](=O)[O-] (stereo not drawn) | · | 0.9 | -0.6 | 0.4 | -2
56 | CCN1CCC(NC(=O)c2cc(OC)c(OC)cc2OC)CC1 | 0.1 | ? | -1.9 | · | 3

item | GDH-TPI inh | PrPC surface inh | CCHF vOTU inh | BoNT-F LC inh
49 | 1 | 5 | 9 | -1
50 | -7 | 7 | 0 | ·
51 | -2 | 1 | 9 | -15
52 | 4 | -3 | -20 | -3
53 | · | 4 | -2 | -12
54 | 0 | 0 | -4 | -3
55 | 6 | -7 | -4 | -4
56 | 2 | -4 | 5 | -6

Bioassay records as filed in PubChem BioAssay.
